NCI-60 one-dose screen, 48 h, at 10 µM unless noted. Numbers give growth in % (100 = growth as untreated, 0 = no growth, -100 = all killed).
CAKI-1: CAKI-1 renal cancer; actives 4.7% (n = 75,000); AID 1794772
ACHN: ACHN renal cancer; actives 4.9% (n = 81,000); AID 1794771
A498: A498 renal cancer cells. actives 5.4% (n = 76,000)
TK-10: TK-10 renal cancer cells | actives 3.9% (n = 81,000)
786-0: 786-0 renal cancer cells. actives 5.1% (n = 81,000)
DU-145: DU-145 prostate cancer. actives 4.2% (n = 81,000). AID 1794760
RXF 393: RXF 393 renal cancer cells. actives 6.9% (n = 77,000)
SN12C: SN12C renal cancer cells; actives 3.8% (n = 81,000)
UO-31: UO-31 renal cancer; actives 5.2% (n = 81,000); AID 1794768
* = called active by the depositor; / = no result given; & = joins results of further samples. How the source made its calls: active means growth percent below 10; inactive means the rest.

Order of results – CAKI-1	ACHN	A498	TK-10	786-0	DU-145	RXF 393	SN12C	UO-31
1) Cc1ccc(S(=O)(=O)NC(CCC(=O)NC(N)=O)C(=O)NC(N)=O)cc1 (stereo not given)
 : 88	95	46	107	102	102	99	96	78
2) COc1ccc(-c2nc3c4cc(-c5ccccc5)oc4ncn3n2)cc1
 : 91	100	110	102	106	104	110	96	91
3) OCCCN1CCN(CCCO)CC1
 : 107	107	94	109	99	114	125	101	98
4) CC(=O)OCC1CCCO1 (stereo not given)
 : 101	106	101	95	94	109	103	103	92
5) COc1ccc([C@@H]2[C@@H](Oc3ccccc3)C(=O)N2c2cc(OC)c(OC)c(OC)c2)cc1F
 : /	22	-9.0*	45	5.9*	9.5*	3.4*	25	24
6) Nc1c(Br)cc2c(c1Br)Cc1cc(Cl)ccc1-2
 : 75	81	121	130	108	112	106	90	78
7) CCCCCCCC/C=C/CCCCCCCC1=NC(C)(C)CN1CCO
 : 59	24	89	59	32	64	-23*	61	-45*
8) CCc1cc(=O)n2c(-c3ccc(Cl)cc3)cnc2[nH]1
 : 90	104	82	92	93	102	104	101	86
9) O=C1C(O)=C(c2ccccc2)C(=O)N1c1ccccc1
 : 109	96	100	99	103	103	104	97	97
10) CCOC(=O)N1CCc2c(sc3c2C(=O)N[C@H](c2ccco2)N3)C1
 : /	110	91	99	102	109	120	103	90

More records
Order of results – CAKI-1	ACHN	A498	TK-10	786-0	DU-145	RXF 393	SN12C	UO-31
11) COc1cc2nnn3c4ncccc4c(N=O)c3c2cc1OC
 : 75	-2.5*	174	99	48	102	/	81	-6.2*
12) CCN(CC)CC(O)CNc1ccnc2cc(Cl)ccc12 (stereo not given)
 : 93&96	103&107	90	118&103	93&97	106	91&93	90&98	57&87
13) COc1ccc([C@H]2c3[nH]c4ccccc4c3C[C@@H]3C(=O)N(C4CCN(Cc5c(F)cccc5F)CC4)CC(=O)N23)c(OC)c1
 : 38	71	94	88	81	86	59	76	36
14) O=c1c2cc(F)ccc2oc2c(NCCNCCO)nc3ccccc3c12
 : 30	19	/	71	42	36	34	38	37
15) O=C1NC(=O)C2(CCCC2c2ccccc2)N1 (stereo not given)
 : 113	112	112	109	104	119	115	90	80
16) CCN(CCO)CCNc1ccc(C)c2sc3cc(OC)ccc3c(=O)c12
 : /	37	/	79	67	72	71	56	49
17) COc1cc(Cl)cc(-c2nn(C(=O)NS(=O)(=O)c3ccc(C)cc3)cc2-c2ccncc2)c1
 : 84	94	82	107	88	100	83	95	81
18) O=C(O)CCCc1cnc2c3sccc3nc(SCc3c(Cl)cccc3Cl)n12
 : 42	61	46	65	39	59	55	57	49
19) COc1ccc2nccc(/C=C/c3ccnc4ccc(OC)cc34)c2c1
 : /	102	88	148	105	104	37	118	97
20) COc1ccc(NC(=O)Nc2ccc(OCCCCCC(=O)NO)cc2)cc1
 : 94	107	85	89	97	106	98	97	87

Remaining list, next part
Order of results – CAKI-1	ACHN	A498	TK-10	786-0	DU-145	RXF 393	SN12C	UO-31
21) N#Cc1c(NC(=O)c2ccco2)[n+]([O-])c2cc(Cl)c(Cl)cc2[n+]1[O-]
 : 134	110	109	163	107	103	91	94	/
22) CSc1cnn(CCC#N)c(=O)n1
 : 101	107	107	96	102	111	98	96	91
23) COc1cc(/C=N/n2c(CN3CCCCC3)nc3ccccc3c2=O)cc(OC)c1OC
 : 95	103	79	100	102	112	114	97	80
24) Oc1ccc2ccccc2c1N=Nc1ncn[nH]1
 : /	98	114	113	100	112	99	104	87
25) O=C(CCCCCn1c2ccccc2c2c3c(c4c5ccccc5[nH]c4c21)C(=O)N(O)C3=O)N1CCOCC1
 : -23*	29	27	71	80	70	56	57	30
26) CC(=O)Oc1cccc(OC(C)=O)c1OC(C)=O
 : 84	102	87	107	98	108	99	99	77
27) O=S(=O)(Cc1cccc2c(CS(=O)(=O)c3ccc(Cl)cc3)cccc12)c1ccc(Cl)cc1
 : 73	97	109	113	119	91	109	99	106
28) O=C(Nc1ncnc2nc[nH]c12)c1ccccc1
 : 95	103	103	114	97	103	76	103	91
29) CC(=O)Oc1ccc(O)c(C(=O)O)c1
 : 96	103	83	100	92	106	126	103	87
30) COc1cc(C(=O)NN)cc(OC)c1OC
 : 91	99	94	97	101	115	105	106	96

Further structures
Order of results – CAKI-1	ACHN	A498	TK-10	786-0	DU-145	RXF 393	SN12C	UO-31
31) CCn1cnc2c(SC3CCCC3)ncnc21
 : /	111	91	76	84	100	/	103	89
32) O=C(CSc1nc2ccccc2c(=O)[nH]1)NCCN1CCCCC1
 : 82	103	105	95	102	106	115	96	79
33) Cc1ccc(/C=C/C(=O)c2ccc(-c3cc4ccccc4oc3=O)nc2C)cc1
 : 91	104	99	140	102	110	122	101	87
34) CCOC(=O)C1=CSC2=NC(C)=CC(c3ccc(Cl)cc3)N12 (stereo not given)
 : 100	102	88	99	105	110	108	105	95
35) ClC1C(Cl)C2(Cl)C(c3ccccc3)=CC1(Cl)C2(Cl)Cl (stereo not given)
 : 117	113	95	111	102	161	116	82	93
36) CC(=O)Nc1cc(Cl)ccc1C
 : 98	110	126	116	107	122	119	110	87
37) CCOC(=O)CSc1nc(-c2cnccn2)cc(-c2cccs2)c1C#N
 : 88	85	82	133	102	97	102	101	88
38) Cc1ccnc(NS(=O)(=O)c2ccc(Nc3ccnc(SCC(=O)c4ccc(Cl)cc4)n3)cc2)n1
 : 92	95	115	119	106	109	105	93	75
39) O=C1C(Cl)=C(N=Nc2c(Cl)c(O)c3ccccc3c2O)C(=O)c2ccccc21
 : 89	77	64	116	98	81	89	72	70
40) NNc1nc(-c2cccnc2)nc2c1sc(=S)n2-c1ccccc1
 : 98	106	124	84	90	106	114	102	79

Additional entries follow.
Order of results – CAKI-1	ACHN	A498	TK-10	786-0	DU-145	RXF 393	SN12C	UO-31
41) CCN1C(=O)/C(=C2\SC(=Nc3ccccc3)N(Nc3ccccc3)C2=O)c2ccccc21
 : 70	92	109	150	103	103	108	92	63
42) Cn1c(=O)c2c(nc(Oc3ccccc3)n2C)n(C)c1=O
 : 122	107	131	137	111	114	/	109	94
43) CS(=O)(=O)c1ccc(C(=O)N/N=C/c2cccnc2)cc1
 : 100	110	89	101	107	100	106	99	84
44) CC[n+]1c(/C=C/C=C2\N(C)c3ccccc3C2(C)C)sc2ccccc21
 : /	8.0*	12	22	15	20	/	5.6*	13
45) Cc1ccc(NSc2ccccc2[N+](=O)[O-])cc1
 : 34	50	6.2*	52	40	/	-6.0*	40	33
46) COc1cc2c(c(OC)c1OC)C1(NCC2)C(=O)Nc2ccc(Cl)cc21 (stereo not given)
 : 71	87	89	110	99	96	100	94	68
47) COc1cc(/C=C2/SC(=O)NC2=O)cc(OC)c1OC
 : 75	85	49	75	76	109	100	91	57
48) O=C(O)C(CS(=O)(=O)O)Nc1ncnc2nc[nH]c12 (stereo not given)
 : 78	118	108	111	96	105	116	116	106
49) O=S(=O)(c1ccc(NC(=S)N2CCOCC2)cc1)N1CCCCC1
 : 89	102	93	114	94	111	108	105	90
50) O=[N+]([O-])c1ccc(N/N=C/c2c(O)ccc3ccccc23)c([N+](=O)[O-])c1
 : 90	113	98	134	102	99	106	99	84

Entries by screen from the entries so far.
RXF 393, compounds 47–50: 100, 116, 108, 106
ACHN, compounds 47–50: 85, 118, 102, 113

Going on with the list.
Order of results – CAKI-1	ACHN	A498	TK-10	786-0	DU-145	RXF 393	SN12C	UO-31
51) O=C1c2cc3c(cc2-c2c1c1ccc(Cl)cc1c(=O)n2CCCN1CCOCC1)OCO3
 : 21	13	76	103	34	27	93	46	44
52) CC(C)=CCc1cc(O)cc2c1OC(C=C(C)C)C1=C2C(=O)C2=C(NCCS2(=O)=O)C1=O (stereo not given)
 : /	26	50	106	23	-95*	-2.8*	-59*	67
53) CCOP(=O)(OCC)O[C@H]1CC[C@]2(C)[C@H]3CC[C@@H]4[C@@H]([C@](C)(O)CCC=C(C)C)CC[C@@]4(C)[C@]3(C)CC[C@H]2C1(C)C
 : 25	28	52	37	23	41	/	-52*	25
54) N#Cc1ccc(NC(=O)Nc2ccc([N+](=O)[O-])cc2Cl)cc1
 : 88	95	105	105	89	105	109	90	84
55) CN(C)CCCN1c2ccccc2CCc2ccc(Cl)cc21
 : 52	69	40	71	71	87	28	62	47
56) O=C(CBr)c1c2c(cc3c1CCCC3)CCCC2
 : 85	109	88	131	104	114	80	82	87
57) c1ccc2c(c1)NC1(CCCCC1)S2
 : 93	102	103	103	120	116	119	98	71
58) COc1ccc(/C=C(\C#N)C(N)=O)cc1
 : 100	102	/	96	102	107	106	102	99
59) CC1CC(OC(=O)CCl)CC(C)(C)C1 (stereo not given)
 : 100	95	108	103	98	111	112	106	86
60) CCC1(c2ccccc2)C(=O)N=C(N)N(C#N)C1=O (stereo not given)
 : 111	105	103	108	110	109	124	92	79

Next section.
Order of results – CAKI-1	ACHN	A498	TK-10	786-0	DU-145	RXF 393	SN12C	UO-31
61) CCNCCNc1cc(-c2cccc(C(F)(F)F)c2)c(C#N)c2nc3ccccc3n12
 : -71*	-100*	81	-93*	-88*	-75*	-86*	-47*	-82*
62) CC(=O)c1ccccc1Oc1nccc(-c2ccc(Cl)cc2)n1
 : 74	95	99	101	81	98	71	97	78
63) NS(=O)(=O)Oc1ccc(C(=O)NC23CC4CC(CC(C4)C2)C3)cc1Cl
 : 91	103	81	99	102	103	109	98	68
64) COc1cc(-c2nn(-c3ccccc3)cc2-c2ccnc(NCCCNS(=O)(=O)c3cccc(F)c3)n2)ccc1Cl
 : 102	82	/	106	83	95	85	83	67
65) C=CC(=O)N1CCN(c2ccc3nc4c(nc3c2C(F)(F)F)C(=O)c2ncccc2C4=O)CC1
 : 36	28	134	111	22	24	44	-44*	36
66) Cc1cc2nc(C(C)O)[nH]c2cc1C (stereo not given)
 : 108	107	87	92	105	105	122	101	82
67) c1coc(CNc2ncnc3nc[nH]c23)c1
 : 95	105	/	95	102	109	/	101	94
68) C=CCn1c(SCC(=O)Nc2ccc(Cl)cc2)nnc1-c1cc(-c2ccccc2)nc2ccccc12
 : 82	86	67	107	99	102	92	81	55
69) COc1ccc(Cc2nccc3c(Cc4c(OC)c(OC)cc5c(Cc6ccc(OC)c(OC)c6)nccc45)c(OC)c(OC)cc23)cc1OC
 : 88	94	98	94	93	97	88	101	87
70) C=CCN(CC=C)C(=O)Nc1cc(OC)ccc1OC
 : /	101	91	114	106	113	121	95	92

Entries listed so far with two or more sulfur atoms, in the order listed:
Order of results – CAKI-1	ACHN	A498	TK-10	786-0	DU-145	RXF 393	SN12C	UO-31
18) O=C(O)CCCc1cnc2c3sccc3nc(SCc3c(Cl)cccc3Cl)n12
 : 42	61	46	65	39	59	55	57	49
27) O=S(=O)(Cc1cccc2c(CS(=O)(=O)c3ccc(Cl)cc3)cccc12)c1ccc(Cl)cc1
 : 73	97	109	113	119	91	109	99	106
37) CCOC(=O)CSc1nc(-c2cnccn2)cc(-c2cccs2)c1C#N
 : 88	85	82	133	102	97	102	101	88
38) Cc1ccnc(NS(=O)(=O)c2ccc(Nc3ccnc(SCC(=O)c4ccc(Cl)cc4)n3)cc2)n1
 : 92	95	115	119	106	109	105	93	75
40) NNc1nc(-c2cccnc2)nc2c1sc(=S)n2-c1ccccc1
 : 98	106	124	84	90	106	114	102	79
49) O=S(=O)(c1ccc(NC(=S)N2CCOCC2)cc1)N1CCCCC1
 : 89	102	93	114	94	111	108	105	90

The listing continues:
Order of results – CAKI-1	ACHN	A498	TK-10	786-0	DU-145	RXF 393	SN12C	UO-31
71) CC(O)CNC(=O)C(C)NC(=O)c1ccc(Br)s1 (stereo not given)
 : 97	104	98	82	104	107	96	91	93
72) Nc1nc(C(=O)N/N=C/c2ccc(N3CCCCC3)cc2)nn1-c1ccc(S(N)(=O)=O)cc1
 : 88	/	88	96	97	107	105	95	85
73) C[N+](C)(C)CC(=O)N/N=C\c1ccccc1C(=O)O
 : 95	100	102	105	108	114	113	107	101
74) Cc1ccc(C(=O)/C(=C\c2ccc([N+](=O)[O-])cc2)S(=O)Cc2ccc(F)cc2)cc1 (stereo not given)
 : 30	-1.5*	69	18	-66*	19	-80*	-52*	-46*
75) Cc1ccc(C)c2c1sc1nc(N3CCOCC3)c(C#N)c(=O)n12
 : 105	105	76	154	104	103	114	104	75

Screening results: PubChem BioAssay, NCI

Compounds as they come, and some 11% of all compounds hit somewhere here.
